A3G deaminase = APOBEC3G DNA deaminase inhibitors, primary screen, biochemical, fluorescence, single-stranded DNA substrate, uHTS; actives 0.28% (n = 330,000); AID 493012, 2011; inhibition, % at 20 µM; recombinant A3G, ssDNA deamination FAM/TAMRA fluorescence; DNA dC->dU-editing enzyme APOBEC-3G (Homo sapiens), Q9HC16;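 active means inhibition of at least 40% at 20 µM, with no more than 30% in the related APOBEC3A deaminase screen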;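 further: plate controls were DMSO wells with A3G for no effect and wells lacking A3G enzyme for full effect; some compounds called inactive have numbers as strong as hits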
NALP3 yeast inh = NALP3 inflammasome inhibitors in reconstituted yeast, primary screen, luminescence, uHTS; Yeast reconstituted NLRP3/ASC/caspase-1, beta-gal luminescence, 24 h; inhibition, % at 10 µM; actives 0.39% (n = 330,000); AID 2825, 2010;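 active means inhibition of 50% or more; inactive means inhibition below 50%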;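 further: plate controls were induced DMSO wells for no effect and uninduced yeast grown without galactose for full effect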
mIAP inh = inhibitors of mouse IAP, primary screen, biochemical, luminescence, uHTS; intestinal alkaline phosphatase [Mus musculus]; purified mouse IAP, CDP-Star luminescence, 30 min; inhibition, % at 10 µM; actives 0.2% (n = 330,000);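 active means inhibition of at least 40% at 10 µM in the primary screen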;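 further: plate controls were DMSO with enzyme for no effect and no enzyme wells for full effect; values of inactives mirror those of a sister screen read the other way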
beta cell repl = inducers of MIN6 beta-cell proliferation, primary screen, ATP luminescence, uHTS; MIN6 cells proliferation, ATPlite luminescence, 48 h; cells starved in 0.2% serum; 100% = growth in 10% serum; proliferation, % at 10 µM; actives 0.29% (n = 330,000); AID 2380, 2010;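 active means compounds whose signal lies at least 3.5 SD above the mean of all wells on their plate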;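 further: 0% = DMSO-treated cells in low-serum medium and 100% = 10% serum control; some compounds called inactive have numbers as strong as hits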
mIAP act = activators of mouse IAP, primary screen, biochemical, luminescence, uHTS; muIAP, CDP-Star luminescence, 30 min; hits give high values; 1 = vehicle-only enzyme signal, 0 = enzyme-free wells; activation factor at 10 µM; intestinal alkaline phosphatase [Mus musculus]; actives 0.24% (n = 330,000);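 active means activation factor of at least 2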; further: the source names both 10 and 20 µM as test concentration; values of inactives mirror those of a sister screen read the other way
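Assay system: mouse IAP enzyme; reagent: chemiluminescent substrate CDP-Star; dosing: test compounds delivered from DMSO solution; schedule: 30 min at room temperature; measured by: luminescence from enzymatic CDP-Star hydrolysis; controls: DMSO-only wells and no-enzyme negative control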
hIAP activ = human IAP activators, primary screen, biochemical, luminescence, uHTS. Intestinal-type alkaline phosphatase (Homo sapiens), P09923. activation factor at 10 µM. actives 0.16% (n = 330,000). purified human IAP, CDP-Star luminescence, 30 min; hits give high values; 1 = vehicle-only enzyme, 0 = enzyme-free background. AID 2524, 2010;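 active means activation factor of the enzyme at least 2-fold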; further: the source names both 10 and 20 µM as test concentration; values of inactives mirror those of a sister screen read the other way
Target sequence (P09923 whole entry, looked up): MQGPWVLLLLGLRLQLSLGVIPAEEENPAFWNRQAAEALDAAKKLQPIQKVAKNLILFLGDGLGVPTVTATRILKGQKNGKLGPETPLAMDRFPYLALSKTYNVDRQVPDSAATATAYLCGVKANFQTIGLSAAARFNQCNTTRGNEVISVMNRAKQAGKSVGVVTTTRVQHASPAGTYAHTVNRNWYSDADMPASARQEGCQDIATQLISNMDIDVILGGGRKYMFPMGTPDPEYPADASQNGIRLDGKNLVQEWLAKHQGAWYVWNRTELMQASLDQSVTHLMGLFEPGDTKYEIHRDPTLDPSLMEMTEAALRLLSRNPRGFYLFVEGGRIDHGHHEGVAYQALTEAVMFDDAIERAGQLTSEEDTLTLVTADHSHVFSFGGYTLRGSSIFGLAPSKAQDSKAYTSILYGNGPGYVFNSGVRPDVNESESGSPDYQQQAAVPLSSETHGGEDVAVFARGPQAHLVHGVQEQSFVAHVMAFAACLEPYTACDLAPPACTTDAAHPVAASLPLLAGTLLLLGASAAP
A3A deaminase = APOBEC3A ssDNA deaminase inhibitors, primary screen, selectivity assay for APOBEC3G inhibitor project, biochemical, FAM/TAMRA oligo cleavage fluorescence; inhibition, % at 20 µM; recombinant A3A, FAM/TAMRA ssDNA deamination fluorescence; actives 0.41% (n = 330,000); DNA dC->dU-editing enzyme APOBEC-3A (Homo sapiens), P31941; AID 493011, 2011;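 active means at least 40% inhibition at 20 µM here, with at most 30% in a related deaminase screen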;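 further: plate controls were A3A with DMSO for no effect and wells lacking A3A enzyme for full effect; some results filed as inactive read as strong as hits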
Target sequence (P31941 whole entry, looked up): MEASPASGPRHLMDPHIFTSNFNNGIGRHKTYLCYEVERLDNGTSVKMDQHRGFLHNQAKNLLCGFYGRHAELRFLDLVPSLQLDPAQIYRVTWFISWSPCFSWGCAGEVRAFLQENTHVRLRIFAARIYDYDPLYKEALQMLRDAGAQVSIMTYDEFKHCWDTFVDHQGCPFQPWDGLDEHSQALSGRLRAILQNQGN
SENP1 FRET inh = human SENP1 catalytic domain inhibitors, primary screen, biochemical, FRET, uHTS; recombinant SENP1 catalytic domain, CyPet-SUMO1-YPet FRET cleavage; inhibition, % at 10 µM; actives 0.21% (n = 360,000);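 active means inhibition at least 30% at 10 µM, raw YFP signal under a set limit, fluorescence ratio 0.5 to 1.5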;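 further: 0% = enzyme with DMSO and 100% = no enzyme wells; some results filed as inactive read as strong as hits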
Target sequence (Q9P0U3 419-644 limits assumed): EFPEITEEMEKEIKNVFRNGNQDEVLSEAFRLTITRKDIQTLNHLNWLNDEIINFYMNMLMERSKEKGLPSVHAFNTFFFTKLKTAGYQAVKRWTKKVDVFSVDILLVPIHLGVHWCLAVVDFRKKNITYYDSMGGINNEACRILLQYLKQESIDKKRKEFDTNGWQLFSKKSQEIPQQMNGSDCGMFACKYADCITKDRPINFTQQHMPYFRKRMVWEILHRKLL
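Test system: human SENP1 catalytic domain; medium: Tris pH 8 buffer plus EDTA, NaCl, BME, BSA, NP40, catalase; incubation: 50 min reaction at room temperature; technique: FRET, CFP and YFP emission; controls: no-enzyme low control and enzyme-plus-DMSO high control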
hIAP inh = human IAP inhibitors, primary screen, biochemical, luminescence, uHTS. purified IAP, CDP-Star luminescence, 30 min. inhibition, % at 10 µM. actives 0.12% (n = 330,000);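 active means inhibition reaching a set limit with compound at 10 µM in the primary screen, cut at about 35% in these data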;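 further: plate controls were DMSO wells with enzyme for no effect and no-enzyme buffer wells for full effect; values of inactives mirror those of a sister screen read the other way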
An asterisk follows results filed as active. This is a subset; rates above refer to the full screens.

Value order: A3G deaminase	NALP3 yeast inh	mIAP inh	beta cell repl	mIAP act	hIAP activ	A3A deaminase	SENP1 FRET inh	hIAP inh
> Cc1cccc(NC(=O)CSCC(=O)N(CCC(C)C)c2c(N)n(Cc3ccccc3)c(=O)[nH]c2=O)c1
    -3	9	-7	-4	1.1	0.96	16	-3	4
> COC(=O)C1CN(C(=O)COc2cc(C)cc(C)c2)c2ccccc2O1 (configuration not stated)
    -10	12	-3	0	1	1.1	-7	-2	-10
> CCC/S(CC1CC1(Cl)Cl)=N\S(=O)(=O)c1ccc(C)cc1 (configuration not stated)
    0	9	0	1	0.99	1.1	1	2	-9
> Cc1ccc2c(c1)N(CC(=O)NCCCc1ccccc1)C(=O)c1cccnc1O2
    -8	14	0	-1	1	0.87	-2	0	13
> CCCn1c(-c2cc(OC)c(OC)c(OC)c2)nc2nc3ccccc3nc21
    1	-2	-6	2	1.1	1.2	0	-44	-15
> CCCn1c(C(C)Nc2nc(-c3ccc(Cl)c([N+](=O)[O-])c3)cs2)nc2cc(Cl)c(N3CCCCC3)cc21 (configuration not stated)
    -3	17	6	-8	0.94	0.96	1	-12	4
> C=CCNC(=O)C1CC(=O)N(c2ccc(C)cc2)C1 (configuration not stated)
    -5	-1	0	-2	1	1.1	-2	-1	-6
> CCCCNC(=O)NS(=O)(=O)c1ccc(NC(=O)C(NC(N)=O)C(C)CC)cc1 (configuration not stated)
    -9	8	-6	-4	1.1	1.2	-4	2	-23
> Nc1c(-c2ccccn2)cnn1-c1nc(-c2ccc(F)cc2)cs1
    -4	21	-10	-5	1.1	1.2	-4	2	-15
> COc1ccc(OC)c(S(=O)(=O)N2CCC(C(=O)N3CCc4ccccc4C3)CC2)c1
    -6	9	4	-3	0.96	1.1	-2	4	-9
> Cc1ccccc1C(=O)NNC1CC(=O)N(c2ccc3c(c2)OCCO3)C1=O (configuration not stated)
    -4	6	11	-4	0.89	1	-1	2	0
> Nc1ccc2oc3ccccc3c2c1
    -2	5	-1	0	1	0.99	1	-20	1
> CC(C)(C)c1ccc(C(=O)Nc2cccc(C(=O)N3CCOCC3)c2)cc1
    0	15	0	-6	1	0.96	9	2	4
> Nc1cc(=O)nc(SCC(=O)Nc2ccccc2)n1-c1ccccc1
    -11	5	5	-2	0.95	1.1	-9	0	-9
> O=C(CN1CCN(c2cccc(C(F)(F)F)c2)CC1)NCc1ccccc1
    -6	-10	1	-1	0.99	1.1	-6	0	-6
> COc1ccccc1N1CCN(c2ccc3cc(S(=O)(=O)N4CCCCC4)ccc3n2)CC1
    2	4	2	-2	0.98	0.72	0	1	28
> CCOC(=O)C1=C(COC(=O)CNC(=O)c2ccc(C(C)(C)C)cc2)NC(=O)NC1C (configuration not stated)
    -2	-5	-7	-4	1.1	1.2	-3	-3	-17
> O=C(O)CCCn1cc(NC(=O)c2ccc(Br)o2)cn1
    0	16	-7	-1	1.1	1	0	-3	-2
> CN1CCN(S(=O)(=O)c2ccc(Cl)c3ccccc23)CC1
    -2	21	-7	-1	1.1	1	-1	3	0
> COc1ccc(CCNc2cc(N3CCN(C(=O)c4ccccc4F)CC3)ccc2[N+](=O)[O-])cc1OC
    0	18	11	-7	0.89	0.96	-6	1	4
> CCc1ccc(N(C(C)=O)c2nc(CCl)cs2)cc1
    -6	4	5	-1	0.95	0.88	0	-2	12
> CCC(CO)Oc1cc(NC(=O)c2ccc([N+](=O)[O-])cc2)c2ncn(C(C)C)c2c1 (configuration not stated)
    0	7	4	-3	0.96	1	2	1	0
> COc1ccc(C2=NS(=O)(=O)N(C)C(C(=O)Nc3cc(OC)c(OC)c(OC)c3)=C2)cc1
    -3	3	6	0	0.94	0.94	-2	0	6
> CCOC(=O)CCc1c(C)c(C#N)c2[nH]c3ccccc3n2c1=O
    -2	-3	1	1	0.99	1.1	0	-11	-7
> CCOc1ccccc1C1N(c2ccc(F)cc2)C(=O)C2CCCN21 (configuration not stated)
    -3	-3	5	-2	0.95	0.99	-3	-1	1
> CC(NS(=O)(=O)c1ccccc1)C1CC2CCC1C2 (configuration not stated)
    -2	7	1	-6	0.99	1.3	1	0	-29
> CC(C)(C)NC(=O)c1ccc2c(c1)C1C3CCC(C3)C1C(c1ccccc1)N2 (configuration not stated)
    -1	7	-9	-3	1.1	0.9	0	1	10
> O=C(Cn1nnnc1CN1CCOCC1)N1CCC(c2cccc(Cl)c2)C1 (configuration not stated)
    -5	23	7	3	0.93	1.1	0	-1	-8
> O=C(NNc1ccccc1C(F)(F)F)c1sccc1Br
    2	35	6	-1	0.94	1	-5	1	-2
> CCN(Cc1ccccc1)C(=O)CCNS(=O)(=O)c1ccc2c(c1)CC(C)N2C(C)=O (configuration not stated)
    -3	-1	-3	1	1	0.98	-2	2	2
> Cc1cccc(C)c1NC(=O)CN(C)C(=O)c1ccccc1Sc1ccccc1C#N
    -3	11	-6	2	1.1	0.88	0	0	12
> CCOC(=O)N1CCN(C(=O)COC(=O)C2CCN(S(=O)(=O)c3c(Cl)cccc3Cl)CC2)CC1
    -8	7	4	-1	0.95	0.82	4	0	18
> O=C(CCn1nnc(-c2cccs2)n1)N1CCc2ccccc2C1
    -5	17	2	-1	0.98	1.1	-3	-1	-8
> COc1ccc(C(c2sc3nc(C)nn3c2O)N2CCc3ccccc3C2)cc1 (configuration not stated)
    -4	7	6	5	0.94	1.2	1	1	-23
> Cc1ccc(N(C)C(=O)c2cc(S(=O)(=O)N3CCCCC3)c[nH]2)cc1
    -10	-2	7	0	0.93	1.1	-4	1	-6
> CC(=O)Nc1ccc(S(=O)(=O)N2CCN(S(=O)(=O)c3ccc(F)c(F)c3F)CC2)cc1
    -8	10	-5	-3	1.1	0.87	-3	-1	13
> O=S(=O)(Cc1ccccc1Cl)NCCc1ccc(F)cc1
    -2	9	2	-3	0.98	0.93	-3	0	7
> O=C(c1ccccc1)N1CCN(S(=O)(=O)c2ccc(Cl)c(C(F)(F)F)c2)CC1
    -5	-9	-15	-2	1.2	0.93	-3	1	8
> Cc1ccc(S(=O)(=O)N2CCN(C(=O)Cc3ccc(S(=O)(=O)N4CCOCC4)s3)CC2)cc1
    -4	-6	16	-2	0.84	1.1	23	-3	-6
> O=C(NN(C(=O)C1CC1)c1nc2ccccc2s1)C1CC1
    -4	3	2	-3	0.98	0.88	-2	2	12

Compounds listed so far containing bromine:
Value order: A3G deaminase	NALP3 yeast inh	mIAP inh	beta cell repl	mIAP act	hIAP activ	A3A deaminase	SENP1 FRET inh	hIAP inh
> O=C(O)CCCn1cc(NC(=O)c2ccc(Br)o2)cn1
    0	16	-7	-1	1.1	1	0	-3	-2
> O=C(NNc1ccccc1C(F)(F)F)c1sccc1Br
    2	35	6	-1	0.94	1	-5	1	-2

New compounds follow
Value order: A3G deaminase	NALP3 yeast inh	mIAP inh	beta cell repl	mIAP act	hIAP activ	A3A deaminase	SENP1 FRET inh	hIAP inh
> CCCc1nc2ccccc2c(=O)n1NC(=O)c1c(O)c2cccc3c2n(c1=O)CCC3
    -3	8	6	-7	0.94	0.94	2	-2	6
> CCc1nnc(N2C(=N)SCC2=O)s1
    0	7	-10	-1	1.1	0.94	6	1	6
> COc1ncccc1-c1nnn(-c2ccc(F)cc2)n1
    -1	-13	-6	-1	1.1	0.94	-1	2	6
> O=C(CN1C(=O)S/C(=C/c2cccnc2)C1=O)N1CCOCC1
    2	9	18	0	0.81	0.96	2	0	4
> COc1ccc(N2CCN(C(=O)C(=O)c3c(C)n(C)c4ccccc34)CC2)cc1
    -5	33	-3	5	1	1.2	-8	-2	-15
> C=CCn1c(C)cc(C)c(C#N)c1=O
    -4	-4	21	0	0.79	0.85	-3	2	15
> CCOc1cc(C(C(=O)NCC2CCCO2)N(C(=O)Cn2nnc3ccccc32)c2ccccc2C)ccc1O (configuration not stated)
    -8	5	-5	3	1	0.96	-1	-1	4
> N#Cc1c(-c2ccco2)ccn(Cc2ccc(F)cc2)c1=O
    -4	16	-5	2	1.1	0.96	2	1	4
> CN(C)C(=O)c1ccc(N/C=C(\C=O)c2nc3ccccc3o2)cc1
    -15	13	-10	-2	1.1	1.4	2	-4	-43
> COc1ccc(/C=C2\SC(=S)N(N3CCOCC3)C2=O)c(OC)c1
    -2	15	23	-2	0.77	0.79	-2	-18	22
> Cn1c(N2CCN(C(=O)Nc3ccc(F)cc3)CC2)nc2ccccc21
    -4	14	4	-1	0.96	0.84	-2	2	16
> CCOC(=O)COc1cc(-n2c(=S)[nH]c3ccccc3c2=O)c(Cl)cc1Cl
    -10	0	5	-4	0.95	1	-3	0	-4
> O=C(c1ccccc1)c1cnc[nH]1
    -5	-16	-7	-3	1.1	1.5	-10	1	-47
> CCc1cccc2sc(NC(=O)C3CC3)nc12
    2	29	0	-2	1	0.91	-2	1	9
> Cc1cc(-c2ccc(C)c(S(=O)(=O)Nc3cc(C)on3)c2)on1
    -7	2	11	-4	0.89	0.97	-4	3	3
> O=C(c1ccc(Cn2cc([N+](=O)[O-])cn2)o1)N1N=C(C(F)F)CC1(O)C(F)F (configuration not stated)
    -1	-15	5	-3	0.95	0.95	7	-1	5
> CCNc1nc(NCC)n2c(SCC(=O)Nc3ccc(C(F)(F)F)cc3[N+](=O)[O-])nnc2n1
    1	11	14	2	0.86	0.97	2	3	3
> O=C(Cc1cccs1)Nc1ccccc1C(=O)O
    0	9	-4	1	1	0.78	4	0	22
> COc1ccc(N(Cc2cc3cccc(C)c3[nH]c2=O)S(=O)(=O)c2ccc(Cl)cc2)cc1
    -7	19	10	-5	0.9	1	-7	0	0
> O=S1(=O)CCOC[C@H](Cc2ccccc2)N1Cc1ccc(Cl)cc1
    0	22	6	-4	0.94	0.98	2	1	2
> Cc1ccc(NC(=O)c2cccc(Oc3ccc([N+](=O)[O-])cc3)c2)c(C(=O)O)c1
    -7	14	14	-2	0.86	0.95	-9	2	5
> O=C(c1ccc(Br)s1)N1CCN(C/C=C/c2ccccc2)CC1
    -6	39	5	1	0.95	0.87	1	-2	13
> O=[N+]([O-])c1ccc(Oc2cc(NC3CCCCCCC3)c([N+](=O)[O-])cc2[N+](=O)[O-])cc1
    -2	2	8	-2	0.92	0.97	2	2	3
> O=C(CN1C(=O)C2C3C=CC(C3)C2C1=O)OCC(=O)c1ccc(Br)cc1 (configuration not stated)
    -9	11	2	-2	0.98	1.2	-4	-2	-18

Bioassay records deposited in PubChem by Sanford-Burnham Center for Chemical Genomics.
